CD40 NFkB inh – CD40 pathway inhibition in BL2 cells; AID 1053188; BL2 NF-kB luciferase reporter, CD40L-induced, 4 h; inhibition, % at 10 µM; 83,000 tested, 0.94% active;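 active = mean inhibition of at least 50% with a set share of replicates also reaching that level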;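 note: 0% = neutral control wells and 100% = IKK inhibitor VII at 50 µM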
* = called active by the depositor; [ ] = remark or other dose.

SMILES	CD40 NFkB inh
COc1ccc(N2CC(C(=O)NCCC3=CCCCC3)CC2=O)cc1 (stereo not drawn)	4
CO[C@@H]1CC[C@H]2CCOc3c(C#N)cccc3C(=O)N(C)C[C@@H](c3ccccc3)CC(=O)N(C)C[C@H]1O2	6[25 µM]
CC(=O)Nc1ccc2c(c1)Cc1c(F)cccc1-2	-88
CO[C@H]1CN(C)C(=O)c2ccc(NS(=O)(=O)c3c(C)noc3C)cc2OC[C@H](C)NC[C@@H]1C	-4[25 µM]
COc1ccc(-c2c(C)nc3c(-c4ccsc4)cnn3c2N)cc1	-9
CC1CC(=O)Nc2ccccc2N1C(=O)COc1ccc2ccccc2c1 (stereo not drawn)	8
COc1ccc(CCNC(=O)c2ccc(CN3CCOCC3)cc2)cc1	4
O=C(NN=C1CCCC1)c1ccccc1OCCOc1ccccc1	4
O=C(Nc1ccnn1C1CCN(Cc2ccc3nonc3c2)CC1)c1cccc(F)c1	9
C1=C(CCNc2ncnc3c2cnn3-c2ccccc2)CCCC1	-58
CCOC(=O)c1[nH]c(C)c(C(=O)NCCCN2CCOCC2)c1C	0
CCOc1ccccc1NC(=S)C(=C([O-])c1ccc2c(c1)OCCO2)[n+]1ccc(CC)cc1	0
Cc1ncoc1C(=O)Nc1nccs1	-4
COc1cc(/C=C/C(=O)OCC(=O)NC(C)c2ccccc2)cc(OC)c1OC (stereo not drawn)	-7
CCC(C)n1c(-c2cccc(S(=O)(=O)N(CC)CC)c2)n[nH]c1=S (stereo not drawn)	11
O=C(O)CCCn1cc(NC(=O)c2sc3ccccc3c2Cl)cn1	10
CC(C)[C@H](C)NC(=O)N(C)C[C@H]1OCc2ccccc2-c2ccccc2C(=O)N([C@H](C)CO)C[C@H]1C	-6
CCCC#Cc1ccc2c(c1)[C@H]1[C@H](CCN1C(=O)C1CC1)[C@H](CO)N2	-48
Cc1nonc1NC(=O)c1ccccc1Br	9
COc1cccc(CN2CCN(Cc3nc(-c4cccs4)oc3C)CC2CCO)c1 (stereo not drawn)	12

Following part
SMILES	CD40 NFkB inh
CC(C)(C)c1ccc(C(=O)NC(=O)COC(=O)c2ccco2)cc1	-9
O=C(c1cnccn1)N1CC(=O)N2[C@H](CO)[C@H](c3ccc(C#CC4CCCC4)cc3)[C@@H]2C1	-1
Cc1nc2ccc(NC(=O)c3ccc4ccccc4n3)cc2s1	-78
N#CCCn1nnc2ccccc21	5
O=C(Oc1ccc(Br)cc1)C1CCN(C2=NS(=O)(=O)c3ccccc32)CC1	11
O=C(CCCn1cncn1)N1CCCC(Nc2ccc(F)cc2)C1 (stereo not drawn)	5
COc1ccc(N2CCN(C(CNC(=O)COc3ccccc3)c3ccco3)CC2)cc1 (stereo not drawn)	1
COc1ccc(CCNC(=O)c2ccc(OCc3c(C)noc3C)c(OC)c2)cc1	2
CC(=O)c1ccc(S(=O)(=O)N(C)CC(=O)Nc2cc(C)on2)cc1	-2
CCCc1nnc(NC(=O)c2oc3ccccc3c2COCC)s1	-4
CC(=O)c1ccc(N2CCN(CC(=O)Nc3ccccc3N3CCOCC3)CC2)cc1	-2
Cc1ccccc1C(=O)O/N=C(\c1ccccc1)c1ccccn1	-1
Cc1cccc(CSCCNC(=O)c2ccc(CN3CCOCC3)cc2)c1	12
Cc1ccc(C(CNS(=O)(=O)c2ccc(Cl)cc2)N2CCN(C)CC2)cc1 (stereo not drawn)	-3
O=C(COC(=O)CC1CC2CCC1C2)NC(=O)NCc1ccco1 (stereo not drawn)	14
O=C(O)c1ccccc1C(=O)c1ccc2c(c1)N(Cc1cccc(F)c1)C(=O)CO2	-2
C[C@@H]1CN([C@@H](C)CO)C(=O)c2cc(NC(=O)C3CC3)ccc2O[C@@H]1CN(C)S(=O)(=O)c1ccccc1	4[25 µM]
Cc1ccc(Oc2nnc(-c3cccs3)c3ccccc23)cc1	9
Brc1ccc([C@H]2CN3CCSC3=N2)cc1	-6
O=C(NC1C2CC3CC(C2)CC1C3)C1CC1 (stereo not drawn)	3

Additional compounds.
SMILES	CD40 NFkB inh
C[C@H](CO)N1C[C@H](C)[C@H](CN(C)Cc2ccc(-c3ccccc3)cc2)OCc2cn(nn2)CCCC1=O	-1
CCc1nc(CN(C)C(=O)C2CCC(=O)N(Cc3cccc(F)c3)C2)no1 (stereo not drawn)	7
O=C(CC(c1ccccc1)c1ccccc1)NCCOCc1ccccc1	19
COc1ccc(OCC(=O)Nc2cc(S(=O)(=O)N3CCCCC3)ccc2OC)cc1	-2
CO[C@H]1CN(C)C(=O)c2cc(NC(=O)C3CCC3)ccc2OC[C@@H](C)N(Cc2cccnc2)C[C@@H]1C	-11
O=C(Cc1ccc(Br)cc1)OCC(=O)N1CCc2ccccc2C1	37
COCCNC(=O)C[C@H]1CC[C@H]2[C@@H](COC[C@H](O)CN2Cc2ccc(Cl)c(Cl)c2)O1	2[25 µM]
O=C(Nc1nccs1)c1ccc(NC(=O)c2ccco2)cc1	-98
COc1ccc(C#Cc2ccc([C@H]3[C@@H](CO)N4C(=O)CN(C(=O)NC(C)C)C[C@@H]34)cc2)cc1	-31[25 µM]
COc1ccc2c3c([nH]c2c1)[C@H](CO)NCC31CCN(C(=O)c2ccccc2)CC1	-23[25 µM]
Nn1c(Cc2ccccc2)nc2sc3c(c2c1=O)CCC3	5
CCNC[C@@H]1[C@@H](c2ccc(C#Cc3ccccn3)cc2)[C@@H](CO)N1C(=O)C1CC1	12[25 µM]
Nc1cc(OCC(F)(F)F)cc([N+](=O)[O-])c1	1
COC(=O)c1c(C(C)=O)c(C)n(C)c1C	7
O=C(Nc1cccc(Cl)c1)OCCOCCOC(=O)Nc1cccc(Cl)c1	-6
Cc1cccc(C(=O)OCC(=O)Nc2ccc3c(c2)OCCO3)c1O	-23
Cc1cc(C)nc(SCc2nnc(SCC(N)=O)o2)n1	10
CO[C@@H](CN(C)Cc1cc(F)ccc1F)[C@H](C)CN([C@H](C)CO)S(=O)(=O)c1ccc(C)cc1	-8[25 µM]
O=C(Nc1ccccc1)Nc1cccc2nsnc12	-59
Cc1ccc(S(=O)(=O)N2CCOCC2)cc1C(=O)OCC(=O)NC1CCCC1	-3

The list goes on.
SMILES	CD40 NFkB inh
Cc1ccc(S(=O)(=O)N(CC(=O)NCc2ccccc2)C(=O)N2CCN(C)CC2)cc1	0
O=C(O)c1cccc(Nc2nc(-c3cccnc3)nc3ccccc23)c1	-2
CN(C)c1ccc2c(c1)[C@@H]1C[C@H](CC(=O)NCCN3CCCCC3)O[C@@H](CO)[C@@H]1O2	-11[25 µM]
CN1C(=O)CCC1(O)c1ccccc1 (stereo not drawn)	11
CC(C)c1cc(NC(=O)C(C)(C)C)cc(C(C)C)c1O	5
COCCCn1c(C)cc(C(=O)COC(=O)C23CC4CC(CC(O)(C4)C2)C3)c1C	-6
C/C=C/c1ccc([C@@H]2[C@@H](CO)N(C(C)=O)[C@H]2CN(C)C(=O)NC2CCCC2)cc1	3
C[C@@H]1CN([C@@H](C)CO)C(=O)c2cc(C#C[C@@H](C)O)cnc2O[C@@H]1CN(C)Cc1cccc(C(=O)O)c1	-8[25 µM]
CCOC(=O)Cc1csc(NS(=O)(=O)Cc2ccccc2)n1	4
C[C@@H]1CN(C)C(=O)Cc2cc(N)ccc2O[C@H]1CN(C)C(=O)OC(C)(C)C	-2
O=C(C[C@@H]1CC[C@H](NS(=O)(=O)c2ccc(F)cc2)[C@@H](CO)O1)N1CCN(c2ccccc2)CC1	-7[25 µM]
c1ccc(CSc2nnc(NC3CCCCC3)s2)cc1	-64
CC12CCC(C(=O)N3CCCCC3)(CC1=O)C2(C)C (stereo not drawn)	7
CN(CC(=O)N1CCN(Cc2ccccc2)CC1)C(=O)Cc1ccc(Cl)c(Cl)c1	18
CN(C)C(=O)C[C@H]1CC[C@@H]2[C@H](COC[C@H](O)CN2C(=O)c2ccncc2)O1	-1[25 µM]
Cc1nn(C)cc1/C=N/NC(=O)C1(O)c2ccccc2-c2ccccc21	-1
CC(C)OC(=O)N(C)C[C@@H]1OCc2ccccc2-c2ccccc2C(=O)N([C@@H](C)CO)C[C@H]1C	-6
Cc1cccc(-c2ccc(C3[C@@H]4CN(C(=O)C5CCC5)C[C@H]3N4)cc2)c1 (stereo partly drawn)	14
Cc1cc(C)cc(NC(=S)NCc2cccn2C)c1	6
C[C@@H]1CN([C@H](C)CO)C(=O)c2cc(-c3ccncc3)cnc2O[C@H]1CN(C)C(=O)CN1CCOCC1	-19[25 µM]

Four compounds drawn at random from those above, as already listed:
SMILES	CD40 NFkB inh
C[C@@H]1CN([C@@H](C)CO)C(=O)c2cc(C#C[C@@H](C)O)cnc2O[C@@H]1CN(C)Cc1cccc(C(=O)O)c1	-8[25 µM]
O=C(C[C@@H]1CC[C@H](NS(=O)(=O)c2ccc(F)cc2)[C@@H](CO)O1)N1CCN(c2ccccc2)CC1	-7[25 µM]
CN1C(=O)CCC1(O)c1ccccc1 (stereo not drawn)	11
Cc1nn(C)cc1/C=N/NC(=O)C1(O)c2ccccc2-c2ccccc21	-1

Next structures:
SMILES	CD40 NFkB inh
Nc1c(Cl)cc2c(c1Br)Cc1ccccc1-2	-3
CCN(CC)C(=O)Cn1c(=O)n(-c2ccccc2)c(=O)c2sccc21	5
CCN(CCn1cccn1)C(=O)c1cccc(OC2CCN(S(C)(=O)=O)CC2)c1	3
COc1ccc(CCN=CC2=C(O)CC(C)(C)CC2=O)cc1	-1
CCN1CCN(c2nc(Nc3cccc(C)c3)nc(N)c2[N+](=O)[O-])CC1	14
COc1ccc(NC(=O)c2cn3c(nc4ccccc43)c(C#N)c2C)cc1	-18
COCCSc1nnc(NC(=O)C(C)(C)C)s1	-5
CCOC(=O)Cn1cnc2scc(-c3ccccc3)c2c1=O	3
N#CCCN(C(=O)COC(=O)CCC(=O)c1ccc(F)cc1)c1ccccc1	3
CCC(=O)N1[C@H](CO)[C@H](c2ccccc2)[C@H]1CN(C)C(=O)c1ccccc1F	-9[25 µM]
CC(OC(=O)c1c(F)cccc1F)C(=O)NCCC1=CCCCC1 (stereo not drawn)	7
O=C(Oc1ccc(-c2nnco2)cc1)N(c1ccccc1)c1ccccc1	-2
Cc1ccc(C(=O)NNC(=O)c2ccc(S(=O)(=O)N(C)c3ccccc3)cc2)cc1	-45
CN1[C@@H]2c3ccc(-c4ccccc4)c(=O)n3C[C@@H]2[C@@H](CO)[C@@H]1C(=O)N1CCc2ccccc2C1	18[25 µM]
O=C(c1ccccc1F)N1CC(=O)N2[C@H](CO)[C@H](c3ccc(C#Cc4ccccc4)cc3)[C@@H]2C1	19[25 µM]
Cc1csc(SCC(=O)Nc2cc(C(N)=O)cc(C(N)=O)c2)n1	3
Cc1ccc2nc(N3CC(=O)Nc4ccccc43)nc(-c3ccccc3)c2c1	5
C[C@@H]1CCCCO[C@H](CN(C)S(=O)(=O)c2cn(C)cn2)[C@H](C)CN([C@@H](C)CO)C(=O)c2cc(N(C)C)ccc2O1	-16[25 µM]
CCCCn1c(SCc2cc(=O)n3ccsc3n2)nc2cc(C(=O)OC)ccc2c1=O	2
Cn1c(=O)c2c(nc(CN3CCOCC3)n2CCc2ccccc2)n(C)c1=O	2

Individual results from the list:
For CD40 NFkB inh, CCC(=O)N1[C@H](CO)[C@H](c2ccccc2)[C@H]1CN(C)C(=O)c1ccccc1F is listed with -9[25 µM]
For CD40 NFkB inh, CCN(CC)C(=O)Cn1c(=O)n(-c2ccccc2)c(=O)c2sccc21 is listed with 5
For CD40 NFkB inh, CCN1CCN(c2nc(Nc3cccc(C)c3)nc(N)c2[N+](=O)[O-])CC1 is listed with 14
For CD40 NFkB inh, CCOC(=O)Cn1cnc2scc(-c3ccccc3)c2c1=O is listed with 3
For CD40 NFkB inh, CCCCn1c(SCc2cc(=O)n3ccsc3n2)nc2cc(C(=O)OC)ccc2c1=O is listed with 2
For CD40 NFkB inh, Cn1c(=O)c2c(nc(CN3CCOCC3)n2CCc2ccccc2)n(C)c1=O is listed with 2

(list continues)
SMILES	CD40 NFkB inh
N#Cc1cccc(-c2ccc3c(c2)[C@@H]2[C@@H](CCN2S(=O)(=O)c2ccc(F)cc2)[C@H](CO)N3)c1	0[25 µM]
CCOc1cc(/C=C/c2nc3ccccc3s2)ccc1OCC(=O)N1CCOCC1	-34
COc1ccc(C2=NN(C(=O)c3ccco3)C(c3ccco3)C2)cc1OC (stereo not drawn)	-30
O=C(C[C@@H]1C[C@@H]2c3cc(NC(=O)C4CCOCC4)ccc3O[C@@H]2[C@@H](CO)O1)NCc1ccc(Oc2ccccc2)cc1	-9[25 µM]
CCS(=O)(=O)N(C)C[C@H]1[C@@H](c2ccccc2)[C@@H](CO)N1C(=O)CN(C)C	1[25 µM]
COc1ccc(NS(=O)(=O)c2ccc(O)c([N+](=O)[O-])c2)cc1S(=O)(=O)N1CCCCC1	13
O=C(Nc1nonc1-c1ccc(Cl)cc1)c1ccccc1	17
CC(=O)C1=C(O)C(=O)N(CC(=O)O)C1c1ccccc1Cl (stereo not drawn)	7
COc1ccc(NC(=O)COc2ccc(C)nc2[N+](=O)[O-])cc1S(N)(=O)=O	0
COCC(=O)N1C[C@@H]2[C@H](c3ccccc31)[C@H](CO)N2Cc1cc(F)ccc1F	-6[25 µM]
CO[C@@H](CN(C)C(=O)Nc1ccc(Cl)cc1)[C@H](C)CN(Cc1ccccc1Cl)[C@H](C)CO	4[25 µM]
CC(C)NC(=O)C1(C)CCN1C/C=C/c1ccccc1 (stereo not drawn)	2
O=C(Nc1ccc(F)cc1)N1[C@H](CO)[C@@H]2c3ccccc3NC[C@@H]21	-11[25 µM]
OC(COCc1cccs1)CN1CCN(c2ccccn2)CC1 (stereo not drawn)	10
CCCCC(=O)OCC(=O)Nc1ccc(SC(F)F)cc1	-5
CCS(=O)(=O)N1CCCCN2[C@H](CO)[C@H](c3ccc(-c4ccccc4F)cc3)[C@@H]2C1	0[25 µM]
O=C(CCCCCCCC(=O)N1CCCCCC1)N1CCCCCC1	4
CCCNC(=O)N1[C@H](CO)[C@H](c2ccccc2)[C@H]1CNC(=O)c1ccc(F)cc1	14
Cc1cc(C)[n+](-c2ccc(F)cc2)c2[nH]c(=O)[nH]c(=O)c12	5

A portion of the library. The share of hits here may be higher or lower than overall.
